High-throughput results as filed in PubChem BioAssay.
BioA inh: BioA (M. tuberculosis) enzyme inhibition | purified M. tuberculosis BioA enzyme, plate reader | inhibition, % at 9.99 µM | actives 0.096% (n = 360,000); in the data active = inhibition above about 40%; inconclusive = no clear call, values can overlap the other calls
UGM FP inh: inhibitors of M. tuberculosis UDP-galactopyranose mutase. inhibition, % at 10 µM. P9WIQ1. actives 0.06% (n = 320,000). AID 504406. purified UGM, fluorescence polarization probe displacement; in the data active = inhibition above about 10%, passing the limit was not always enough; inconclusive = no clear call, values can overlap the other calls
Target sequence (P9WIQ1 whole entry, looked up): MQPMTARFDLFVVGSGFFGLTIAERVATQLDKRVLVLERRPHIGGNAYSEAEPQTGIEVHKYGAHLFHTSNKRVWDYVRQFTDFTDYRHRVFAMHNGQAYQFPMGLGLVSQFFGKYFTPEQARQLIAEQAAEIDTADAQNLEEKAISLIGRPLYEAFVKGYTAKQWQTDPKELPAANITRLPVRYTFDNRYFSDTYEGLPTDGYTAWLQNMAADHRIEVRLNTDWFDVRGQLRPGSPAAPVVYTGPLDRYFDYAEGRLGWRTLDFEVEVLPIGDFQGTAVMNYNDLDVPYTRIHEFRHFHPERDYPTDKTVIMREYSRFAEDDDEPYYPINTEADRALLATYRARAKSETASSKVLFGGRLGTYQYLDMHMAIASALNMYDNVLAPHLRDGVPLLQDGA
FBA Mtb inh: Mtb fructose-bisphosphate aldolase inhibition; purified M. tuberculosis FBA, fluorescence read-out; actives 2.3% (n = 360,000); P9WQA3; inhibition, % at 1 µM; in the data active = inhibition above about 27%;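 note: 0% = vehicle and 100% = reference inhibitor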
Target sequence (P9WQA3 whole entry, looked up): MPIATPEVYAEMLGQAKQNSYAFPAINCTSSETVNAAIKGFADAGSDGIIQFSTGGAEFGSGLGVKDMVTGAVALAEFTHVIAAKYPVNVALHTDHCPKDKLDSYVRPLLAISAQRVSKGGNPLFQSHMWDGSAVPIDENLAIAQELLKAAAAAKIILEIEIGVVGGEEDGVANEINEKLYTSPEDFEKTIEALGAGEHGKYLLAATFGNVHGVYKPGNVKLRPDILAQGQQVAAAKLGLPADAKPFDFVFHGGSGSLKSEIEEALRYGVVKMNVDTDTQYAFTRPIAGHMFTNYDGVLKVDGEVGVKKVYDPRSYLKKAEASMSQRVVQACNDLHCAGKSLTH
FadD28 FP inh: blocks FadD28 binding to the bisubstrate probe; actives 0.22% (n = 360,000); inhibition, % at 12.5 µM; fluorescence polarization; AID 588549; in the data active = inhibition above about 8.5%, passing the limit was not always enough; inconclusive = no clear call, values can overlap the other calls
BoNT-A LC inh2: inhibitors of Botulinum neurotoxin A light chain protease | multiplex microsphere protease substrate cleavage, flow cytometry | actives 0.17% (n = 360,000) | inhibition, % at 10 µM | AID 588499; note: plate controls were buffer without enzyme for full effect and enzyme alone for no effect
BoNT F protease: BoNT F light chain protease inhibition; Multiplex microsphere protease cleavage assay, flow cytometry; actives 0.22% (n = 360,000); inhibition, % at 10 µM; in the data active = inhibition above about 35%, passing the limit was not always enough; inconclusive = no clear call, values can overlap the other calls; note: plate controls were buffer without enzyme for full effect and enzyme alone for no effect
Anthrax LF inh2: anthrax lethal factor protease inhibition | P15917 | multiplex microsphere protease cleavage assay, LF | inhibition, % at 10 µM | actives 0.12% (n = 360,000) | AID 588501; note: plate controls were buffer without enzyme for full effect and enzyme alone for no effect
GDH-TPI counter: inhibits GDH-TPI coupling enzymes, artifact for Mtb FBA screen. AID 588335. inhibition, % at 4.8 µM. GDH-TPI coupled enzyme counterscreen, NADH absorbance. actives 1.2% (n = 360,000); in the data active = inhibition above about 30%;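 note: 0% = DMSO wells and 100% = wells lacking the enzyme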
PfHsp40 yeast: restores yeast growth despite PfHsp40 toxicity | S. cerevisiae expressing PfHsp40, growth rescue, ATP luminescence | growth rescue, % at 12.5 µM | actives 0.68% (n = 340,000); in the data active = growth rescue above about 28%, passing the limit was not always enough; inconclusive = no clear call, values can overlap the other calls;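 note: yeast W303a lacking pdr1 and pdr3 grown in galactose medium; growth measured after three days at 30 °C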
An asterisk follows results filed as active; ? = inconclusive; / = not tested or not shown. Cut-off read from the data, not from the text of the source, unless noted: active = inhibition above about 30%; inconclusive = no clear call, values can overlap the other calls; inactive = below that.

molecule	BioA inh	UGM FP inh	FBA Mtb inh	FadD28 FP inh	BoNT-A LC inh2	BoNT F protease	Anthrax LF inh2	GDH-TPI counter	PfHsp40 yeast
CCCCc1ccc(S(=O)(=O)NC(=O)C2(C)CCN2C(=O)c2cccc(F)c2)cc1 (configuration not stated)	0.3	/	0	-3.4	-0.8	-7	-6	5	/
Cc1ccc(Cl)c2c1NC(=O)C2(O)CC(=O)c1ccccc1O (configuration not stated)	-0.7	-2.8	0	-0.4	-0.1	12	-1	1	0.2
COc1ccc(O)c(C(=O)c2cnn(-c3ccc(Cl)cc3)c2)c1	2.5	4.4	-7	-2.3	-0.7	3	0	2	2.8
C[C@]12CC[C@H](O)CC1=CCC1C2CC[C@@]2(C)C1CC[C@@H]2NC(=O)CCC(=O)O (some centres not stated)	-0.5	1.4	-1	-3.3	-0.4	-3	0	2	-0.3
COCCNC(=O)CSc1nc(-c2ccc(OC)c(OC)c2)cc(C(F)(F)F)n1	/	0.4	5	-0.3	/	/	/	27	-0.1
Cc1ccc(-c2cc(C(=O)N3CCC4(CC3)OCCO4)no2)cc1	/	-1.3	6	-1.5	0.5	3	0	5	0.5
COc1ccc(S(=O)(=O)NCc2ccncc2)cc1OC	/	4.1	0	-2.5	-2.1	-2	0	-1	-1.8
O=C(c1ccccc1)c1ccc(N2CCOCC2)c(F)c1	3.9	-1.7	0	-4.5	-1.1	-6	-4	14	-1.3
COC(=O)c1c(NC(=O)C(C)(C)C)sc2c1C(C(=O)OC)CC2 (configuration not stated)	-2.0	-0.8	8	0.1	0.0	-5	-1	3	1.0
O=C(CC(=O)OCc1ccccc1)OCc1ccccc1	-1.9	/	4	-1.9	-0.3	-2	-10	8	1.9
CC(C)CNC(CC(=O)O)c1ccccc1 (configuration not stated)	/	-0.8	0	1.1	0.0	1	-3	6	0.9
Cc1[nH]n(-c2ccccc2)c(=O)c1C(C[N+](=O)[O-])c1ccc(Br)cc1 (configuration not stated)	/	3.0	-1	0.7	-0.8	-15	-1	9	22
COc1ccc(C(=O)NCCNc2nc3ccc(C)cc3cc2C#N)cc1OC	-3.1	0.9	35*	-0.4	-0.3	?	1	-1	1.0
O=C(Cc1ccccc1[N+](=O)[O-])N1CCOCC1	-0.8	-1.2	0	-1.3	/	/	/	4	-3.0
COc1ccc(C(=O)NC2(C(F)(F)F)NC(=O)N(CCCc3ccccc3)C2=O)cc1OC (configuration not stated)	3.9	/	1	-4.5	0.2	-1	-1	-6	0.5
Cc1cccc(-n2ccnc2CN2CCN(C3CCCC3)C(CCO)C2)c1 (configuration not stated)	/	0.1	4	0.0	-0.3	2	-3	-6	0.0
Cc1ccc(C)c(NC(=O)CN(C)C(=O)c2ccc3ncsc3c2)c1	-0.3	/	1	0.4	5.5	5	2	6	-0.7
CC[N+](CC)(CC)C/C(N)=N/O	0.2	-0.2	3	0.5	0.3	9	0	1	0.8
N#CC1=C(N)Oc2ccc3ccc(O)cc3c2C1c1cccnc1 (configuration not stated)	0.1	-1.2	3	-4.4	0.2	-5	-8	5	-0.9
O=C(CN1CCC(Cc2ccccc2)CC1)N1CCc2ccccc2C1	/	0.3	3	-0.1	-0.4	-3	-9	-6	-1.2
CCOC(=O)c1ccc(NC(=O)CCCN2C(=O)NC3(CCCC3)C2=O)cc1	-0.5	-0.5	0	0.3	0.2	-2	-12	3	1.2
Cc1nnc(SCc2ccccc2Cl)n1CC1CCCO1 (configuration not stated)	-5.7	3.1	-1	-1.9	2.9	31	4	-1	-0.2
O=C(CNC(=O)c1cccs1)N/N=C/c1c(F)cccc1Cl	-0.4	2.7	2	0.5	-0.8	6	-1	-13	-0.2
CC(C)=CCCC1(C)C=Cc2c(c(C)cc3c2[nH]c2cc(O)ccc23)O1 (configuration not stated)	-1.6	-0.5	-3	-5.5	-0.5	-6	-8	5	?

At a glance, part of the list above:
molecule	BioA inh	UGM FP inh	FBA Mtb inh	FadD28 FP inh	BoNT-A LC inh2	BoNT F protease	Anthrax LF inh2	GDH-TPI counter	PfHsp40 yeast
Cc1cccc(-n2ccnc2CN2CCN(C3CCCC3)C(CCO)C2)c1 (configuration not stated)	/	0.1	4	0.0	-0.3	2	-3	-6	0.0
Cc1ccc(C)c(NC(=O)CN(C)C(=O)c2ccc3ncsc3c2)c1	-0.3	/	1	0.4	5.5	5	2	6	-0.7
CC[N+](CC)(CC)C/C(N)=N/O	0.2	-0.2	3	0.5	0.3	9	0	1	0.8
N#CC1=C(N)Oc2ccc3ccc(O)cc3c2C1c1cccnc1 (configuration not stated)	0.1	-1.2	3	-4.4	0.2	-5	-8	5	-0.9
O=C(CN1CCC(Cc2ccccc2)CC1)N1CCc2ccccc2C1	/	0.3	3	-0.1	-0.4	-3	-9	-6	-1.2
CCOC(=O)c1ccc(NC(=O)CCCN2C(=O)NC3(CCCC3)C2=O)cc1	-0.5	-0.5	0	0.3	0.2	-2	-12	3	1.2
Cc1nnc(SCc2ccccc2Cl)n1CC1CCCO1 (configuration not stated)	-5.7	3.1	-1	-1.9	2.9	31	4	-1	-0.2
O=C(CNC(=O)c1cccs1)N/N=C/c1c(F)cccc1Cl	-0.4	2.7	2	0.5	-0.8	6	-1	-13	-0.2
CC(C)=CCCC1(C)C=Cc2c(c(C)cc3c2[nH]c2cc(O)ccc23)O1 (configuration not stated)	-1.6	-0.5	-3	-5.5	-0.5	-6	-8	5	?

Going on with the list:
molecule	BioA inh	UGM FP inh	FBA Mtb inh	FadD28 FP inh	BoNT-A LC inh2	BoNT F protease	Anthrax LF inh2	GDH-TPI counter	PfHsp40 yeast
O=C(O)c1ccc(CNCc2c(Cl)cccc2Cl)cc1	-1.4	1.7	-1	-1.0	0.0	-1	-1	2	-0.5
CCOc1ccc(/C=C2\SC(=S)N(CCC(=O)Nc3cccc(C(=O)O)c3)C2=O)cc1	-0.8	0.4	1	-2.0	-2.9	?	11	4	0.1
CCOC(=O)N1CCN(C(=O)CSc2nnc(-c3cccc(Cl)c3)o2)CC1	-1.9	0.7	5	-1.6	-0.8	-8	-2	9	-0.8
COCCNC(=O)c1cnn2c1NC(c1ccco1)CC2C(F)(F)F (configuration not stated)	-1.8	2.1	-7	-1.7	-0.4	6	-15	9	-2.3
Cc1cc(N2CCCCC2)nc2ccc(NC(=O)c3ccc(Br)o3)cc12	-0.9	1.6	1	-2.6	0.6	-1	-2	1	1.6
CC(Sc1nnc(COc2ccc3ccccc3c2)n1C)C(=O)O (configuration not stated)	3.2	0.7	0	-0.9	0.0	6	-2	7	-1.8
CCCc1nnc(NC(=O)CCC(=O)N2CCC(C)CC2)s1	-1.1	-0.6	4	-0.4	1.7	1	0	1	-1.6
CC(C)CNC(=O)Nc1ccc(F)c(Cl)c1	/	3.0	-4	-2.3	1.6	-5	1	9	0.6
Cn1c(N)c(C(=O)CSc2nc3ccccc3n2-c2ccccc2)c(=O)n(C)c1=O	-0.3	3.0	7	-1.2	-0.2	-8	0	3	-0.2
CN(C)c1ccc(/C=C/c2nnnn2-c2ccccc2)cc1	-1.2	-2.8	-1	0.9	-0.3	-1	1	41*	-0.1
COc1ccc(NS(=O)CCCc2ccccc2)cc1 (configuration not stated)	1.7	/	1	0.6	-0.4	-16	-20	/	/
CC1(C)Cc2c(sc3ncn4nc(-c5ccco5)nc4c23)CO1	-1.5	0.2	11	-2.1	-1.1	-8	0	-6	-0.6
COc1ccc(C)cc1NC(=O)NC1CCCc2ccccc21 (configuration not stated)	-1.4	1.0	4	-2.2	/	/	/	1	-0.5
COC(=O)C1=C(N)Oc2c(c(=O)oc3ccccc23)[C@]12C(=O)N(C)c1ccccc12	-3.2	2.4	0	1.2	-0.3	-13	-1	12	-0.5
COc1ccc(N2C(=O)CC(Nc3ccc(C)cc3)C2=O)cc1 (configuration not stated)	-0.6	0.5	0	-3.8	?	1	-5	15	-1.7
C#CCOCCOCCOCCNc1nc(N2CCN(C(=O)[C@H](CCCN=C(N)N)n3cc(C(N)[C@@H](C)CC)nn3)CC2)nc(N2CCN(C(=O)[C@H](CO)n3cc([C@@H](N)C(C)C)nn3)CC2)n1 (some centres not stated)	-0.8	2.6	2	-2.7	0.2	-6	3	-3	-0.4
CCCCCn1c(=O)[nH]c2cc(C(=O)O)ccc2c1=O	-1.3	1.7	1	-3.3	1.3	10	0	8	-1.0
Cc1ccccc1S(=O)(=O)/N=C(/c1ccccc1)N1CCOCC1	/	0.4	0	-4.1	-2.1	-11	-9	4	-0.2
Cn1cnnc1Sc1ccc(/C=C/C(=O)c2ccc(O)cc2)cc1[N+](=O)[O-]	-0.9	2.2	-3	-1.3	0.1	-2	-2	37*	-0.5
COc1ccc(C(=O)COC(=O)CCC(=O)c2cccs2)cc1	/	0.2	-8	-1.4	0.2	-3	-2	-1	0.5
N#Cc1ccc(S(=O)(=O)N2CCC(C(=O)N3CCN(Cc4ccc5c(c4)OCO5)CC3)CC2)cc1	-0.3	0.5	0	-1.3	-0.8	-11	-8	4	1.8
Cc1cc([N+](=O)[O-])nn1CC(=O)NCc1cccs1	-0.8	/	-2	-3.8	0.1	9	2	4	-0.6
Cc1cc(NC(=O)c2ccc(N3C(=O)CCC3=O)cc2)no1	-2.1	0.8	3	0.6	1.7	-2	3	0	0.7
COc1ccc(-c2cc(-c3ccc(OC)cc3)nc(-c3ccc4c(c3)NC(=O)CO4)c2)cc1	-2.0	0.7	1	-0.3	-2.2	-3	-4	32*	1.2
COc1ccc2c(c1)c1ccccc1n2C	-0.8	-0.4	9	-2.1	-0.4	-7	-6	17	0.3
CCN(CC(=O)Nc1c(F)cccc1F)C(=O)c1ccc2c(c1)OCCO2	/	-1.0	6	-1.0	2.8	5	4	3	0.7
S=C(NCc1ccco1)N1CCN(c2nc(-c3ccccc3)cs2)CC1	/	-1.9	1	0.2	-1.6	-6	-9	4	0.9
Cc1[nH]c2ccccc2c1-c1ccc(Cl)nn1	/	-0.9	1	-2.0	2.3	13	-5	14	0.5
O=C(NCCc1cccc(C(F)(F)F)c1)C1CCC(=O)N(C2CC2)C1 (configuration not stated)	-0.1	-0.1	1	-1.6	0.6	0	9	-4	-0.3
CS(=O)(=O)N(CC(=O)N1CCCCC1)c1sc2c(c1C#N)CCCC2	-0.2	-1.6	0	-2.6	-1.0	-23	4	-5	0.5
